Assay outcomes as filed in PubChem.
C8 TRAIL sens – viability loss with TRAIL in NB7+C8 cells, primary screen, TRAIL sensitizer project, cell-based, ATPlite luminescence; inhibition (viability loss, TRAIL sensitization), % at 10 µM; AID 624354, 2012; 1% of 360,000 active;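 active means compounds causing at least 50% loss of cell viability in the single-dose screen, relative to plate controls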
EBV LMP1 NFkB – EBV LMP1-driven NF-kappaB luciferase reporter inhibitors, primary screen, cell-based, luminescence, single point; inhibition, % at 12.5 µM; LMP1-induced NF-kappaB luciferase reporter cells; 0.69% of 350,000 active; in the data active means inhibition above about 41%;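 further: 0% = neutral control wells and 100% = reference inhibitor control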
COUP-TFII inh – NR2F2 transcriptional activity inhibitors, primary screen, cell-based, luciferase reporter, HEK293T, luminescence. COUP transcription factor 2 (Homo sapiens), P24468. HEK293T NGFI-A luciferase reporter. inhibition, % at 8.6 µM. 0.7% of 370,000 active. AID 686940, 2013;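 active means inhibition above a per-plate cutoff, mean inhibition of test wells between control levels plus 3 SD, cut at about 38% in these data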;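 further: cells cotransfected with COUP-TFII expression vector driving the NGFI-A reporter; 0% = median of COUP-TF2 test wells and 100% = reporter-only cells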
Target sequence (P24468 whole entry, looked up): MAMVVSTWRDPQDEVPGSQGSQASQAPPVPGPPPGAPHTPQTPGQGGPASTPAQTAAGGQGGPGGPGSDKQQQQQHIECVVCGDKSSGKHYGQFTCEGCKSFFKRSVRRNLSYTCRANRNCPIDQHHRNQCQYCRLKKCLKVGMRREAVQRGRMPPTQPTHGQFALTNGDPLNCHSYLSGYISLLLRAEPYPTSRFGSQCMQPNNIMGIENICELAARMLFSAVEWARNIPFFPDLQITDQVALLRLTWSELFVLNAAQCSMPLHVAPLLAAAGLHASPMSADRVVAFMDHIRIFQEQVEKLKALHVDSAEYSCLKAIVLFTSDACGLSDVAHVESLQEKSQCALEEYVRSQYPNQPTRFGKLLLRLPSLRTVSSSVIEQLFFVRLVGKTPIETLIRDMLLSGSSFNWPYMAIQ
SRC1 inh – SRC1 coactivator transcriptional activity inhibitors, primary screen, cell-based, luminescence; 0.12% of 360,000 active; AID 588354, 2011; Nuclear receptor coactivator 1 (Homo sapiens), Q15788; inhibition, % at 3.6 µM; HEK293 GAL4-SRC1 luciferase reporter;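 active means inhibition above the campaign mean plus 3 SD, with each screening campaign given its own cutoff, cut at about 60% in these data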;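 further: 0% = DMSO treated cells and 100% = gossypol at 36 µM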
SRC2 inh – inhibition of GAL4-SRC2 driven luciferase reporter, primary screen, SRC2 inhibitor project, cell-based, luminescence; Nuclear receptor coactivator 2 (Homo sapiens), Q15596; HEK293 GAL4-SRC2 luciferase reporter; inhibition, % at 9 µM; 0.17% of 370,000 active; AID 651957, 2012;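 active means inhibition above the mean inhibition of all tested compounds plus 3 SD, set per campaign, cut at about 52% in these data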;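 further: 0% = DMSO treated cells and 100% = cells given Gossypol at 36 µM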
TWEAK Fn14 block – inhibitors of TWEAK-Fn14 signaling, primary screen, luciferase reporter cells, uHTS; 2% of 360,000 active; TWEAK-stimulated Fn14 reporter cells, luciferase luminescence, 8 h; AID 1159606, 2016; inhibition, % at 10 µM; in the data active means inhibition above about 50%
NR5A2 inv ag – LRH-1 (NR5A2) inverse agonists, primary screen, cell-based, luminescence, HEK293T, StAR-luciferase reporter; inhibition, % at 3.6 µM; LRH-1 transfected, 24 h; Nuclear receptor subfamily 5 group A member 2 (Homo sapiens), O00482; AID 602396, 2012; 0.13% of 360,000 active;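 active means inhibition above the mean inhibition of all tested compounds plus 3 SD, cut at about 73% in these data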;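 further: 0% = DMSO wells and 100% = reporter-only cells lacking LRH-1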
Target sequence (O00482 whole entry, looked up): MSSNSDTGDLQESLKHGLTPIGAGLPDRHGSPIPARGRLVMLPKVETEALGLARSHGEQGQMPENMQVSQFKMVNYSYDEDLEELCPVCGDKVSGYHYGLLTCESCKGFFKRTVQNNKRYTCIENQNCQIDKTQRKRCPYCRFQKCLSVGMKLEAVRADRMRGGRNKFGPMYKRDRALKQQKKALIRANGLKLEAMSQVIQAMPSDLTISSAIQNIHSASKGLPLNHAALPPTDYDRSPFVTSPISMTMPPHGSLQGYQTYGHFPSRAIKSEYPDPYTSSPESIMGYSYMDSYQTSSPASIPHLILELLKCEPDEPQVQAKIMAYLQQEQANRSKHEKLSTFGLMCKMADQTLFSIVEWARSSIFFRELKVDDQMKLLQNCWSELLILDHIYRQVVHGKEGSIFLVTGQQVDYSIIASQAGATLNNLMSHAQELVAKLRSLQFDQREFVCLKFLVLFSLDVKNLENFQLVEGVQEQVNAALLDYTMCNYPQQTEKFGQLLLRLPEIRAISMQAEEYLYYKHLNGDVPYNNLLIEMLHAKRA
KKLEB tox – cytotoxicity in KKLEB CF airway cells, primary screen, cytotoxicity control for CF NF-kB inhibitor project, cell-based, uHTS, fluorescence assay plates. AID 602141, 2011. KKLEB CF airway cells viability, ATPlite luminescence, overnight; stronger effect = lower value; cells stimulated with P. aeruginosa culture filtrate. activity change (cytotoxicity), % at 5 µM. 0.36% of 360,000 active;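 active means corrected activity change at or below -50% at 5 µM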
TROY signal inh – inhibitors of TROY-driven NF-kB signaling, primary screen, Q293 LMP1-TROYcd cells, NF-kB luciferase, uHTS | Q293 LMP1-TROYcd NF-kB luciferase reporter, 4 h | inhibition, % at 10 µM | 0.98% of 360,000 active | AID 1347056, 2019;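 active means compounds whose plate-normalised and pattern-corrected inhibition of the luciferase reporter signal at the single screening dose is 50% or more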
CF NFkB block – inhibitors of PAF-induced NF-kB signaling, primary screen, cell-based, GFP fluorescence, uHTS | 0.86% of 360,000 active | inhibition, % at 5 µM | KKLEB NF-kB-GFP reporter, GFP fluorescence overnight;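 active means at least 50% inhibition at 5 µM, scaled per plate between neutral and stimulator controls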;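 further: PAF is a Pseudomonas aeruginosa culture filtrate used as stimulus; plate controls were PAF-stimulated DMSO wells for no effect and unstimulated DMSO wells for full effect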
SRC3 inh – SRC3 coactivator transcriptional activity inhibitors, primary screen, cell-based, luminescence; HEK293 GAL4-SRC3 luciferase reporter; inhibition, % at 3.6 µM; AID 588352, 2011; 0.17% of 360,000 active; Nuclear receptor coactivator 3 (Homo sapiens), Q9Y6Q9;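 active means inhibition above a per-campaign cutoff, the mean of all compounds plus 3 SD, cut at about 60% in these data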;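 further: 0% = DMSO-treated cells and 100% = gossypol-treated cells at 36 µM; higher means less SRC3-driven luciferase light from the GAL4 reporter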
* = called active by the depositor; x = no result given.

| nr | structure | C8 TRAIL sens | EBV LMP1 NFkB | COUP-TFII inh | SRC1 inh | SRC2 inh | TWEAK Fn14 block | NR5A2 inv ag | KKLEB tox | TROY signal inh | CF NFkB block | SRC3 inh |
| --- | --- | --- | --- | --- | --- | --- | --- | --- | --- | --- | --- | --- |
| 1 | COc1ccc(NC(=O)c2cc(-c3cc(OC)c(OC)c(OC)c3)nc3ccccc23)c(OC)c1 | 18 | -2 | -1 | -16 | -9 | 7 | -13 | -16 | -7 | 61* | 15 |
| 2 | Cc1cc(C)n(-c2nc(NCc3cccnc3)c3c4c(sc3n2)COC(C)(C)C4)n1 | 6 | 6 | 8 | 2 | -15 | 26 | 29 | -8 | 46 | 7 | 11 |
| 3 | O=C(CCSc1ccccc1)NCc1cccnc1 | 0 | -8 | -11 | -17 | -8 | -7 | 10 | -18 | -8 | -6 | -3 |
| 4 | Fc1ccc(Br)cc1/C=N/n1cnnc1 | 8 | 0 | -8 | -13 | 15 | -2 | -16 | -5 | -15 | 8 | -2 |
| 5 | CN(c1ccc(F)cc1)S(=O)(=O)c1ccc2[nH]cc(C(=O)O)c(=O)c2c1 | -20 | -1 | 4 | 1 | -6 | 3 | 5 | 15 | 7 | 4 | 3 |
| 6 | Cc1nn(-c2ccccc2)c(Cl)c1/C=N/Nc1nncc(=O)[nH]1 | -10 | -8 | -14 | 8 | -54 | -10 | -2 | 7 | -31 | -21 | -11 |
| 7 | Cc1cccc(C(=O)NNC(=O)c2ccccc2)c1 | 3 | -5 | -10 | -39 | -13 | -18 | -14 | 2 | -18 | 22 | -18 |
| 8 | CN(C)S(=O)(=O)c1cccc(NC(=S)N/N=C/C(=O)c2ccccc2)c1 | 0 | 2 | 10 | 0 | 11 | 2 | 0 | 1 | -31 | 5 | 15 |
| 9 | CCCCCCCNC(=O)C1(CC2CC(c3cccc(Br)c3)=NO2)CCN(C(=O)Cc2ccc(F)cc2)CC1 (stereo not drawn) | -3 | 14 | x | -38 | x | -13 | 19 | -6 | 17 | -7 | -2 |
| 10 | CC(C)(C)c1ccc(C(=O)N2CCC3(CC2)NCCc2[nH]cnc23)cc1 | -6 | -2 | -5 | 16 | -6 | -10 | -19 | 4 | 2 | 1 | -2 |
| 11 | Cc1cccc(N2CCN(C(=O)C(C)C)CC2)c1C | 1 | 9 | -5 | 0 | -8 | -1 | -2 | 2 | 8 | 3 | 10 |
| 12 | COc1cccc(/C=N/n2cnnc2)c1OCc1ccccc1 | 1 | 1 | 1 | 0 | -6 | 2 | 10 | 6 | -8 | 6 | -11 |
| 13 | Cn1ncc([N+](=O)[O-])c1C(=O)N/N=C/c1cccc([N+](=O)[O-])c1 | 5 | 0 | 1 | -17 | 5 | -16 | 14 | -3 | 3 | 2 | -8 |
| 14 | O=S(=O)(c1ccc(Cl)cc1)N1CCN(c2ncccn2)CC1 | -2 | -6 | -16 | 8 | -49 | -9 | 10 | 3 | 2 | 10 | 20 |
| 15 | COc1ccccc1CNc1nc(Nc2ccccc2-n2cccn2)c2sccc2n1 | 11 | x | -5 | 12 | 11 | 19 | -29 | -17 | 16 | 21 | 0 |
| 16 | CCn1cc(Cl)c(C(=O)N2N=C3/C(=C/c4cccs4)CCCC3C2c2cccs2)n1 (stereo not drawn) | 9 | -17 | 5 | -31 | 12 | 13 | -3 | 12 | -13 | -4 | 10 |
| 17 | CC1CCCC(NC(=O)CSc2nnnn2C)C1C (stereo not drawn) | 4 | 3 | -21 | -13 | 8 | 4 | -5 | -3 | -10 | 13 | -2 |
| 18 | COc1ccc(CNC(=O)NCCc2c[nH]c3ccccc23)cc1 | -9 | -7 | -2 | -2 | 0 | -3 | 7 | 4 | 1 | 5 | 2 |
| 19 | C[C@@H]1CN([C@@H](C)CO)C(=O)c2cc(NC(=O)C3CC3)ccc2O[C@@H]1CN(C)C(=O)NC1CCCCC1 | -18 | -2 | 4 | -1 | -8 | 0 | -16 | -4 | 3 | 17 | 4 |
| 20 | O=C1C=C(c2ccc(-c3ccccc3)cc2)C[C@@H](c2ccc(F)cc2)C1 | -4 | -3 | 4 | -2 | -14 | -11 | -15 | -2 | 0 | 24 | 5 |

Carrying on:
| nr | structure | C8 TRAIL sens | EBV LMP1 NFkB | COUP-TFII inh | SRC1 inh | SRC2 inh | TWEAK Fn14 block | NR5A2 inv ag | KKLEB tox | TROY signal inh | CF NFkB block | SRC3 inh |
| --- | --- | --- | --- | --- | --- | --- | --- | --- | --- | --- | --- | --- |
| 21 | CCc1ccc(CN(C)C(=O)c2cc(S(=O)(=O)N3CCOCC3)ccc2N2CCCC2)cc1 | -4 | -1 | 2 | 2 | -7 | 11 | 14 | -6 | 13 | 1 | 22 |
| 22 | O=C(NCCN1C(=O)S/C(=C\c2cccc(Cl)c2Cl)C1=O)C1=COCCO1 | 1 | -14 | 12 | -10 | -7 | 9 | 9 | -36 | -5 | 37 | -4 |
| 23 | Cc1cccc(NC(NC(=O)c2ccccn2)C(Cl)(Cl)Cl)c1 (stereo not drawn) | -9 | -6 | -3 | 8 | 11 | 0 | 8 | 6 | -37 | -1 | 7 |
| 24 | O=[N+]([O-])c1cc2cccnc2c2ncccc12 | 12 | x | -3 | -16 | -3 | -14 | 11 | 10 | -2 | 6 | -7 |
| 25 | O=C(c1ccc2c(c1)N(Cc1ccc(F)cc1)C(=O)CS2)N1CCOCC1 | 7 | 7 | 15 | -18 | -25 | -16 | 2 | 3 | 5 | -6 | -2 |
| 26 | COCCOC(=O)c1c(C)n(C)c2ccc(OC(=O)c3ccccc3OC)cc12 | 5 | 0 | 0 | -22 | 6 | 9 | 15 | -2 | -4 | 13 | -12 |
| 27 | O=c1c2cn(Cc3ccc(F)cc3)c3ccc(F)cc3c-2nn1Cc1ccc(F)cc1 | -12 | -4 | -1 | 15 | 2 | 5 | -15 | 1 | -1 | 4 | -5 |
| 28 | CC(C)N1CC(C(=O)Nc2ccc(Cl)c([N+](=O)[O-])c2)CC1=O (stereo not drawn) | -9 | -2 | 9 | 0 | -57 | 4 | 11 | -5 | 36 | -12 | -8 |
| 29 | CCOc1ccc(/C(O)=C2/C(=O)C(=O)N(CCOCCO)C2c2ccccc2)cc1 (stereo not drawn) | 0 | -11 | -1 | -4 | -22 | -14 | 13 | 10 | -28 | -5 | 13 |
| 30 | O=C(CSc1nc(C2CC2)nc2ccccc12)N1CCc2ccccc21 | 21 | 13 | -16 | -20 | 16 | -18 | 14 | -13 | 27 | 17 | 18 |
| 31 | CCOC(=O)NN1C(=O)c2ccccc2NC1(C)C | 0 | 3 | -4 | 2 | 27 | -1 | 5 | -2 | 36 | -1 | 1 |
| 32 | Cc1ncc(S(=O)(=O)c2ccccc2)c(-c2ccccc2Cl)n1 | 4 | 0 | 3 | -21 | 4 | -20 | 12 | -8 | 7 | 2 | 7 |
| 33 | O=C(NC(O)C(=O)c1ccccc1)c1ccc(F)cc1 (stereo not drawn) | 0 | -5 | 4 | -12 | 9 | -1 | 7 | 4 | -1 | -2 | -2 |
| 34 | O=C(CC(NC(=O)OCc1ccccc1)C(=O)OCc1ccccc1)OCc1ccccc1 (stereo not drawn) | -5 | 3 | 18 | -5 | -7 | -4 | 1 | 0 | -7 | 3 | 2 |
| 35 | CCOc1ccc(Cn2nnc(C(=O)NCc3ccc(OC)cc3)c2N)cc1 | 17 | 10 | -1 | -15 | -33 | -2 | -4 | -8 | 5 | 15 | -7 |
| 36 | Cc1cccc(C(C)C)c1NS(=O)(=O)c1cn(C)nc1C | -9 | -2 | 1 | -13 | -9 | 6 | 2 | -8 | 5 | 6 | -9 |
| 37 | Cc1nc(C)n(C(Oc2ccc(Cl)cc2Cl)C(=O)C(C)(C)C)n1 (stereo not drawn) | 4 | -2 | -8 | -11 | -25 | -11 | 7 | 6 | 22 | -13 | 25 |
| 38 | CCC1CCCCN1CC(C)(C)NS(=O)(=O)c1ccccc1 (stereo not drawn) | 3 | -6 | 17 | 2 | -5 | 9 | 3 | 11 | 1 | -9 | 17 |
| 39 | CC1C(=O)N2CCCc3cc(S(=O)(=O)N4CCN(c5ccc(F)cc5)CC4)cc1c32 (stereo not drawn) | -2 | 6 | 0 | 2 | 1 | 8 | -9 | -20 | -3 | -5 | -6 |
| 40 | C=CCn1c(=N)n(CC(=O)c2ccccc2)c2ccccc21 | -3 | 12 | 1 | 0 | -16 | -15 | -26 | -1 | -7 | -5 | -6 |
| 41 | O=C(C1CCC(CNc2c(N3CCOCC3)c(=O)c2=O)CC1)N1CCN(c2ccccc2)CC1 (stereo not drawn) | -1 | -7 | -6 | -25 | -40 | -19 | 6 | 0 | 10 | 4 | -7 |

Of the compounds above, these have fluorine.
| nr | structure | C8 TRAIL sens | EBV LMP1 NFkB | COUP-TFII inh | SRC1 inh | SRC2 inh | TWEAK Fn14 block | NR5A2 inv ag | KKLEB tox | TROY signal inh | CF NFkB block | SRC3 inh |
| --- | --- | --- | --- | --- | --- | --- | --- | --- | --- | --- | --- | --- |
| 4 | Fc1ccc(Br)cc1/C=N/n1cnnc1 | 8 | 0 | -8 | -13 | 15 | -2 | -16 | -5 | -15 | 8 | -2 |
| 5 | CN(c1ccc(F)cc1)S(=O)(=O)c1ccc2[nH]cc(C(=O)O)c(=O)c2c1 | -20 | -1 | 4 | 1 | -6 | 3 | 5 | 15 | 7 | 4 | 3 |
| 9 | CCCCCCCNC(=O)C1(CC2CC(c3cccc(Br)c3)=NO2)CCN(C(=O)Cc2ccc(F)cc2)CC1 (stereo not drawn) | -3 | 14 | x | -38 | x | -13 | 19 | -6 | 17 | -7 | -2 |
| 20 | O=C1C=C(c2ccc(-c3ccccc3)cc2)C[C@@H](c2ccc(F)cc2)C1 | -4 | -3 | 4 | -2 | -14 | -11 | -15 | -2 | 0 | 24 | 5 |
| 25 | O=C(c1ccc2c(c1)N(Cc1ccc(F)cc1)C(=O)CS2)N1CCOCC1 | 7 | 7 | 15 | -18 | -25 | -16 | 2 | 3 | 5 | -6 | -2 |
| 27 | O=c1c2cn(Cc3ccc(F)cc3)c3ccc(F)cc3c-2nn1Cc1ccc(F)cc1 | -12 | -4 | -1 | 15 | 2 | 5 | -15 | 1 | -1 | 4 | -5 |
| 33 | O=C(NC(O)C(=O)c1ccccc1)c1ccc(F)cc1 (stereo not drawn) | 0 | -5 | 4 | -12 | 9 | -1 | 7 | 4 | -1 | -2 | -2 |
| 39 | CC1C(=O)N2CCCc3cc(S(=O)(=O)N4CCN(c5ccc(F)cc5)CC4)cc1c32 (stereo not drawn) | -2 | 6 | 0 | 2 | 1 | 8 | -9 | -20 | -3 | -5 | -6 |
